# Bioassay records: PubChem, National Center for Advancing Translational Sciences (NCATS)
# a7 integrin act = qHTS for Activators of Integrin-Mediated Alleviation for Muscular Dystrophy; alpha7betagal myoblasts, beta-gal FDG fluorescence, 48 h; Potency, µM (titrated, usually from 38.3 µM), for the others: at the top dose activation, actives largely listed as activators; 0.064% of 350,000 active;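 note: potency is the fitted concentration of half-maximal effect; 100% = response of the positive control SU9516; nearly all actives have a fitted effect of over 60% in size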
#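 Alpha7betagal+/- myoblasts (passage 13) were plated 16-24 hr, then exposed to compounds (1:260 dilution of DMSO stock) for 48 hours at 37C. After MPER lysis, β-galactosidase reporter activity was read as FDG fluorescence (ex 480/em 540) after 30 minutes.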
# Chronic BCR inh = qHTS Assay to Find Inhibitors of Chronic Active B-Cell Receptor Signaling; ABC-DLBCL IkBa-CBG/CBR reporter, luminescence ratio, 4 h; Potency, µM (series often up to 46.1 µM), inactives show at the top dose ratio change, negative = lower green/red ratio, actives largely listed as inhibitors; 0.05% of 340,000 active; active = well fitted inhibition curve with a large enough effect in the signal ratio, with a control signal flat, not every such curve was filed as active; inconclusive = small, poorly fitted or top-dose-only effect, or effect the other way, or a change in a side signal; the % refers to the signal ratio;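 note: potency is the fitted concentration of half-maximal effect; plate controls were basal doxycycline-induced cells for no effect and cells given 10 µM MG132 for full effect; MG132 reads +100%, hits lower the ratio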
#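 TMD8 human ABC-DLBCL cells with doxycycline-inducible IκBα–green luciferase fusion and unfused red luciferase, in 0.5% FBS medium; compounds up to 46 uM, 4 h at 37C. Green/red luminescence ratio, filter-overlap corrected, fitted to concentration-response curves.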
# PTAP TSG101 blk = qHTS Assay for Iinhibitors of HIV-1 Budding by Blocking the Interaction of PTAP/TSG101. Tumor susceptibility gene 101 protein (Homo sapiens), Q99816. Fluorescence polarization, FITC-PTAP peptide / Tsg101 binding. Potency, µM (highest dose often 115 µM), inactives show top-dose activity change, negative = inhibition, usual class: inhibitors. 340,000 tested, under 10 active. AID 493005, 2010; active = well fitted inhibition curve with a large enough effect in the main read-out, with a control signal flat, not every such curve was filed as active; inconclusive = small, poorly fitted or top-dose-only effect, or effect the other way, or a change in a side signal; inactive = no such curve, though single readings can be large or run the other way; note: potency is the fitted concentration of half-maximal effect; % of control where 0% means no effect
#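 Compounds were pin-transferred onto Tsg101 binding domain (10 uM final) in HEPES pH 7.5 buffer, then FITC-PTAP peptide was added at 50 nM final. After 20 min at RT, polarization reported peptide displacement across a qHTS concentration series.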
# Tb PFK inh = qHTS Assay to Find Inhibitors of T. brucei phosphofructokinase; 0.17% of 330,000 active; ATP-dependent 6-phosphofructokinase (Trypanosoma brucei brucei), O15648; T. brucei PFK, ADP-Glo luminescence; Potency, µM (top dose mostly 57.5 µM), for the others: at the top dose activity, negative = inhibition, most hits filed as inhibitors;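 note: potency is the fitted concentration of half-maximal effect; 0% = uninhibited 1x PFK enzyme wells and -100% = no-enzyme wells; nearly all actives have a fitted effect of over 60% in size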
#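 Compounds were pin-transferred as a titration series up to 57 uM into substrate buffer (0.5 mM F6P, 0.1 mM ATP, pH 8.0), then 1.25 nM PFK was added and reactions ran 45 min before ADP-Glo detection.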
# ELG1 repair inh = qHTS screen for small molecules that inhibit ELG1-dependent DNA repair in human embryonic kidney (HEK293T) cells expressing luciferase-tagged ELG1; Potency, µM (highest dose often 46.1 µM), inactives show at the highest dose activity change, negative = inhibition, actives largely listed as inhibitors; 2.3% of 330,000 active; HEK293T ELG1-luciferase reporter, luminescence, 16 h; DNA damage induced by 5-fluorouridine; note: potency is the fitted concentration of half-maximal effect; % is set by controls: 0 for no effect and ±100 for the full control effect; nearly all actives have a fitted effect of over 55% in size
#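 In this reporter screen, reduction of luminescence relative to DMSO vehicle indicated activity. Compounds and 5-fluorouridine were added together to 2,000 cells per well, incubated for 16 hr at 37 °C, then developed with ONE-Glo.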
# TCR activator = Activators of T cell receptors: qHTS campaign | primary human leukocytes, anti-CD3, IL-2 HTRF, 48 h | Potency, µM (doses to about 9.22 µM), for inactives: at the top dose activation of IL-2 secretion, actives largely listed as activators | 330,000 tested, under 10 active; note: % of control where 0% means no effect
#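 48 hr co-incubation of compounds, a-CD3 beads and primary human leukocytes; IL-2 quantified homogeneously by HTRF with anti-IL-2 K and d2 conjugates.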
# S-ASM inh = Inhibitors of Secretory Acid Sphingomyelinase (S-ASM): qHTS | Sphingomyelin phosphodiesterase (Homo sapiens), P17405 | placental ASM, HMU-PC fluorogenic substrate, 60 min | Potency, µM (doses to about 57.5 µM), for the others: at the top dose activity change, negative = inhibition, most hits filed as inhibitors | 0.006% of 340,000 active | AID 504937, 2011; note: potency is the fitted concentration of half-maximal effect
#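 Human placenta-derived ASM enzyme was preincubated with compound for 10 minutes at room temperature, then given fluorogenic substrate HMU-PC0 (9 uM final) for 60 minutes at 37 °C; a pH 10 stop preceded fluorescence reading at Ex 386/Em 447 nm.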
# Mito fusion yeast = qHTS Assay for Small Molecule Inhibitors of Mitochondrial Division or Activators of Mitochondrial Fusion; Potency, µM (top dose mostly 46.1 µM), for the others: at the highest dose growth rescue (activation), most hits filed as activators; AID 485298, 2010; 0.23% of 320,000 active; S. cerevisiae fusion-defective mutant growth rescue, CellTiterGlo 48 h;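 note: potency is the fitted concentration of half-maximal effect; % of control where 0% means no effect; nearly all actives have a fitted effect of over 45% in size; temperature-sensitive fusion mutants such as fzo1-1 at 37 °C on non-fermentable ethanol glycerol medium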
#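 Temperature-sensitive fusion-defective S. cerevisiae (e.g. fzo1-1, mgm1-5) were grown with compound in YPEG medium (3% ethanol, 3% glycerol) for 48 hours at 37C. Growth rescue was measured as viability by CellTiterGlo luminescence after 10 minutes at ambient.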
# TSHR antagonist = Antagonists of the Thyroid Stimulating Hormone Receptor: HTS campaign. TSHR-expressing cells, TSH-stimulated cAMP HTRF, 2 h; hits give low values. activity change, negative = inhibition, % at 11.5 µM. 0.2% of 330,000 active. AID 504810, 2011;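 active = activity change below a set negative limit, meaning inhibition stronger than a set level, cut at about -70% in these data; inconclusive = activity change between two set negative limits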; note: % is set by controls: 0 for no effect and ±100 for the full control effect
# Target sequence (P16473 whole entry, looked up): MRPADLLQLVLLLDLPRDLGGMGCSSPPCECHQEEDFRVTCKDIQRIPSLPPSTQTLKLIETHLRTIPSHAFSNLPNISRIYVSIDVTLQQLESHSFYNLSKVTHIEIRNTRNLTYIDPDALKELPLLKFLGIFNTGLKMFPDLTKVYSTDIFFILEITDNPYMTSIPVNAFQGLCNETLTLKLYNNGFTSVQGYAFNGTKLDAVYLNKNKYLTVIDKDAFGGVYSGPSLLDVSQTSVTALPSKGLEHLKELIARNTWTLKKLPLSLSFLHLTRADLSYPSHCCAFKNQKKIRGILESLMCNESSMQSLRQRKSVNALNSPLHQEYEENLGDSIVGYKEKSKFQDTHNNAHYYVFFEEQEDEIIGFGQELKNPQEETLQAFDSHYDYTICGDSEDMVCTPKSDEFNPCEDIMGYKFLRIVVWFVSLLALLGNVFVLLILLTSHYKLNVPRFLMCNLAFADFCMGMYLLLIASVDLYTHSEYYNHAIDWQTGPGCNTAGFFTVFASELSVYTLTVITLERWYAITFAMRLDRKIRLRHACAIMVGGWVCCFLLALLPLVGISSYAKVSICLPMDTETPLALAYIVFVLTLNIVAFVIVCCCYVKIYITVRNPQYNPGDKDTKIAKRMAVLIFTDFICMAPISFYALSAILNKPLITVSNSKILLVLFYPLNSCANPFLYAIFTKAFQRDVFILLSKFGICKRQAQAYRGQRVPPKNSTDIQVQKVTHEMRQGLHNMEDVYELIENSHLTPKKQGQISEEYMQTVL
#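 Freshly harvested TSHR cells receive pin-tooled compound, then EC80 TSH at 4nM final. After 2 hours at 37 deg C, antibody in lysis buffer and cAMP-d2 are added; 30 minutes at ambient temperature precede the HTRF read.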
# A-T KAP1 phos = qHTS Assay for Identifying a Potential Treatment of Ataxia-Telangiectasia; […] A-T fibroblasts, KAP-1 phosphorylation AlphaLISA; neocarzinostatin DNA damage 30 min before lysis; 0.19% of 320,000 active; Potency, µM (doses to about 57.5 µM), without a hit: at the top dose activation, most hits filed as activators; AID 485349, 2010; note: potency is the fitted concentration of half-maximal effect; % of control where 0% means no effect; nearly all actives have a fitted effect of over 45% in size
#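 hTERT-immortalized A-T patient fibroblasts ([…]), 500 cells/well in OPTI-MEM, 1% FBS, got compounds for 60 min, then NCS for 30 min at 37C. Lysates were then assayed for phospho-KAP-1 by AlphaLISA (anti-pKAP1 donor, anti-KAP1 acceptor beads), 6 hr at 25C.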
# Eya2 phos inh = qHTS Assay for Inhibitors of the Phosphatase Activity of Eya2. recombinant Eya2, OMFP fluorescence dephosphorylation (OMFP is methylfluorescein phosphate). 0.006% of 330,000 active. Potency, µM (top dose mostly 76.9 µM), inactives show top-dose activity, negative = inhibition, most hits filed as inhibitors. Protein phosphatase EYA2 (Homo sapiens), O00167. AID 488837, 2010; note: potency is the fitted concentration of half-maximal effect; % is set by controls: 0 for no effect and ±100 for the full control effect
#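 Eya2 protein (added as 0.2 uM solution) was preincubated with compound for 10 min at ambient temperature in 50 mM HEPES pH 7.5, 50 mM NaCl, 5 uM MgCl2, 0.05% BSA, 1 mM DTT. OMFP (added at 50 uM) then reacted 10 min; fluorescence read at 485/525 nm.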
# The depositor's hits bear a star; ? = inconclusive; nt = not tested or not shown; [ ] = remark or other dose. Unless noted, calls come from the whole dose curve; as a rule, active = well fitted curve in the direction sought with a large enough effect; inconclusive = small, poorly fitted or top-dose-only effect, or another doubt; inactive = no such curve, though single readings can be large; an effect the other way counts as inactive or inconclusive.
# Results follow in this order: a7 integrin act | Chronic BCR inh | PTAP TSG101 blk | Tb PFK inh | ELG1 repair inh | TCR activator | S-ASM inh | Mito fusion yeast | TSHR antagonist | A-T KAP1 phos | Eya2 phos inh
CCCCCCN=CC1=C(O)CC(C)(C)CC1=O
→ 24% | 4% | -3% | -6% | 21% | 4% | 1% | -3% | 2 | 0% | -11%
CC(=O)Nc1ccc(/C=N/NC(=O)c2cccc(S(=O)(=O)N3CCOCC3)c2)cc1
→ 23% | ? | 3% | -1% | 1% | -1%[46.1 µM] | 2% | -5% | -2 | -9% | 0%
O=C(Nc1ccc(OC(F)(F)F)cc1)C1CC(c2ccc(F)cc2)=NO1 (stereo not drawn)
→ -37% | -7% | -1% | -2% | -16% | -2% | -2% | 10% | -11 | 3% | 18%
CCOC(=O)C1CCCN(Cc2cc(Br)c(OC)cc2OC)C1 (stereo not drawn)
→ 23% | 6% | -7% | -7% | -1% | -2% | -1% | -5% | -2 | 5% | nt
CS(=O)(=O)N1CCN(c2ccc(NC(=O)C(c3ccccc3)c3ccccc3)cc2)CC1
→ -16% | 3% | -10% | 0% | -1% | -2%[46.1 µM] | -9% | 1% | -7 | nt | 1%
Cc1cc(NC(=O)CSCCO)no1
→ 0% | 2% | -4% | 4% | 2% | -1% | 1% | -3% | 7 | -3% | 1%
COc1ccccc1C1CC(=O)Oc2cc(OC)c(OC)c(OC)c21 (stereo not drawn)
→ -8% | -2% | -5% | 1% | 24% | -3%[46.1 µM] | 6% | nt | 10 | -6% | -11%
Cc1[nH]c(=O)cc2ccccc12
→ 9% | 2% | -7% | 0% | 2% | 1% | 2% | 0% | 12 | nt | -8%
COc1ccccc1NC(=O)CSc1ccc(-c2ccco2)nn1
→ -1% | 1% | -2% | 1% | -23% | -7% | 0% | 10% | -8 | 1% | 9%
Cc1ccccc1NC(=O)Cc1cccc(C(F)(F)F)c1
→ -6% | 1% | 2% | 6% | 3% | -5% | 1% | 1% | -10 | -5% | 8%
Cc1nn(C(=O)c2cccc([N+](=O)[O-])c2)c(C)c1Br
→ -12% | 4% | 1% | 1% | 15% | 9% | -2% | 0% | 21 | -7% | 4%
CCCNC(=O)C1(CC2CC(c3ccccc3)=NO2)CCN(C(=O)C2CCCC2)CC1 (stereo not drawn)
→ 0% | 3% | 0% | 0% | -3% | -4% | 3% | -8% | 1 | 8% | 0%
COc1cccc(/C=N/Nc2ncnc(Cl)c2N)c1O
→ -15% | ? | -6% | 17% | 19% | -4%[46.1 µM] | 2% | -12% | -8 | -11% | -6%
CCCCCCc1cc2cc(-c3nnc(-c4cc(OC)c(OC)c(OC)c4)o3)c(=O)oc2cc1O
→ 15% | 2% | ? | -5% | ? | -9%[46.1 µM] | 178%[activator] | 4% | 41 | 13% | 7%
O=C1COc2ccc(S(=O)(=O)Nc3ccc4c(c3)OCO4)cc2N1
→ -29% | -17% | 2% | 2% | ? | 0% | 3% | 15% | -4 | -3% | -15%
CON(C)C(=O)CC(CN(Cc1ccccc1)C(=O)OC(C)(C)C)c1ccc(Cl)cc1 (stereo not drawn)
→ -23% | -2% | -2% | -4% | ? | 0% | -6% | nt | 2 | 13% | -15%
COC(=O)CS(=O)(=O)c1ccsc1C(=O)Nc1ccc(F)cc1
→ 21% | -7% | 0% | 0% | -2% | 0% | -2% | -1% | -3 | 6% | 6%
Cc1ccc(NC(=O)CN2CCN(CCN=CC3=C(O)CC(c4ccccc4)CC3=O)CC2)cc1 (stereo not drawn)
→ 29% | 0% | 1% | 2% | 8% | -3%[46.1 µM] | 3% | -6% | 4 | 7% | 9%
S=C(Nc1ccc(N2CCOCC2)cc1)Nc1ccc2snnc2c1
→ -2% | ? | 0% | -26% | 6% | -2% | -9% | -1% | -2 | -2% | -11%
CC(=O)N(C)c1ccc(NC(=O)Nc2ccccc2C)cc1
→ 4% | -14% | -4% | -5% | ? | 0% | 7% | 9% | 0 | 2% | 0%
COc1ccc2c(c1)C1=NN(/C(C)=C/C(C)=O)C(c3ccc(F)cc3)C1CC2 (stereo not drawn)
→ -21% | 0% | -1% | -6% | ? | -5%[46.1 µM] | -1% | 9% | -4 | 6% | 8%
COCCCNC(=O)CCCn1c(=O)c2ccccc2n(CC(=O)Nc2c(C)cc(C)cc2C)c1=O
→ 4% | 0% | 0% | 0% | -4% | -34% | 3% | 10% | 14 | -1% | 0%
CC(NC(=O)C1CC2CCCC(C1)C2=O)c1ccccc1 (stereo not drawn)
→ 11% | -11% | -6% | 17% | -11% | 6% | 2% | -2% | 7 | 2% | 13%
Clc1ccc(CNc2nc(CN3CCOCC3)nc3scc(-c4ccccc4)c23)cc1
→ -14% | ? | -1% | 0% | ? | -3%[46.1 µM] | -8% | 14% | 13 | 17% | -15%
CC1(C)CC(=O)C(N=Nc2ccc(OC(F)F)cc2)=C(O)C1
→ -42% | 0% | 1% | -6% | ? | -9% | -2% | -14% | 0 | -7% | 15%
CSc1nc2ccccc2cc1/C=C(\C#N)c1ccc(Cl)cc1Cl
→ 25% | 0% | 0% | 5% | -10% | 0% | -5% | 5% | 6 | 6% | 14%
COc1ccc(N(CC(=O)Nc2cccc(C(F)(F)F)c2)S(C)(=O)=O)cc1
→ 5% | 1% | -7% | 0% | 12% | 2%[46.1 µM] | -3% | 4% | -9 | -1% | 1%
Cc1ccc(-c2cc([C@H]3[C@H]4C=CC[C@@H](C)[C@@H]4C(=O)N3Cc3ccccc3)ccc2F)cc1
→ -4% | 2% | 2% | -6% | -17% | 8% | -8% | -47%[inhibitor] | 1 | 10% | -8%
CCN(C1CCCCC1)S(=O)(=O)c1c(C)n(C)c(=O)n(C)c1=O
→ 16% | -1% | -3% | -3% | 10% | 4% | nt | 1% | 8 | 14% | 3%
Cc1ccccc1NC(=O)/C=C/c1cccs1
→ -19% | ? | 0% | -2% | ? | 4% | -2% | 0% | -11 | 4% | -3%
CC1CCCCN1S(=O)(=O)c1cnc(Cl)c(Br)c1 (stereo not drawn)
→ -22% | ? | -3% | -2% | ? | 0%[46.1 µM] | -2% | 17% | -9 | 7% | 0%
CN1c2ccc(C=O)c3c(C=O)ccc(c23)N(C)C1(C)C
→ -13% | ? | ? | -3% | 6.5µM* | 2% | 41%[activator] | -8% | -1 | -4% | 2%

# Random excerpt: three records from the list.
# Results follow in this order: a7 integrin act | Chronic BCR inh | PTAP TSG101 blk | Tb PFK inh | ELG1 repair inh | TCR activator | S-ASM inh | Mito fusion yeast | TSHR antagonist | A-T KAP1 phos | Eya2 phos inh
COCCCNC(=O)CCCn1c(=O)c2ccccc2n(CC(=O)Nc2c(C)cc(C)cc2C)c1=O
→ 4% | 0% | 0% | 0% | -4% | -34% | 3% | 10% | 14 | -1% | 0%
CN1c2ccc(C=O)c3c(C=O)ccc(c23)N(C)C1(C)C
→ -13% | ? | ? | -3% | 6.5µM* | 2% | 41%[activator] | -8% | -1 | -4% | 2%
COc1ccc2c(c1)C1=NN(/C(C)=C/C(C)=O)C(c3ccc(F)cc3)C1CC2 (stereo not drawn)
→ -21% | 0% | -1% | -6% | ? | -5%[46.1 µM] | -1% | 9% | -4 | 6% | 8%
